PriA SSB inh = blocks PriA binding to SSB C-terminal tail | AlphaScreen SSBct-PriA binding, biotinylated peptide | inhibition, % at 33 µM | hit rate 0.6% among 430,000; in the data active = inhibition mostly above about 37%, no sharp cut-off; inactive = mostly below about 20%;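 also: plate controls were negative control peptide for no effect and reference peptide for full effect; strong numbers were not always called active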
3CLpro inhibitor = SARS-CoV 3CLpro protease inhibition; P0C6X7; recombinant SARS-CoV 3CLpro, quenched FRET peptide cleavage; inhibition, % at 6 µM; hit rate 0.14% among 290,000; in the data active = inhibition above about 12%
Anthrax LF inh2 = inhibitors of Bacillus anthracis lethal factor protease; AID 588501; multiplex microsphere protease cleavage assay, LF; inhibition, % at 10 µM; hit rate 0.12% among 360,000; P15917; also: plate controls were buffer without enzyme for full effect and enzyme alone for no effect
Target sequence (P15917 whole entry, looked up): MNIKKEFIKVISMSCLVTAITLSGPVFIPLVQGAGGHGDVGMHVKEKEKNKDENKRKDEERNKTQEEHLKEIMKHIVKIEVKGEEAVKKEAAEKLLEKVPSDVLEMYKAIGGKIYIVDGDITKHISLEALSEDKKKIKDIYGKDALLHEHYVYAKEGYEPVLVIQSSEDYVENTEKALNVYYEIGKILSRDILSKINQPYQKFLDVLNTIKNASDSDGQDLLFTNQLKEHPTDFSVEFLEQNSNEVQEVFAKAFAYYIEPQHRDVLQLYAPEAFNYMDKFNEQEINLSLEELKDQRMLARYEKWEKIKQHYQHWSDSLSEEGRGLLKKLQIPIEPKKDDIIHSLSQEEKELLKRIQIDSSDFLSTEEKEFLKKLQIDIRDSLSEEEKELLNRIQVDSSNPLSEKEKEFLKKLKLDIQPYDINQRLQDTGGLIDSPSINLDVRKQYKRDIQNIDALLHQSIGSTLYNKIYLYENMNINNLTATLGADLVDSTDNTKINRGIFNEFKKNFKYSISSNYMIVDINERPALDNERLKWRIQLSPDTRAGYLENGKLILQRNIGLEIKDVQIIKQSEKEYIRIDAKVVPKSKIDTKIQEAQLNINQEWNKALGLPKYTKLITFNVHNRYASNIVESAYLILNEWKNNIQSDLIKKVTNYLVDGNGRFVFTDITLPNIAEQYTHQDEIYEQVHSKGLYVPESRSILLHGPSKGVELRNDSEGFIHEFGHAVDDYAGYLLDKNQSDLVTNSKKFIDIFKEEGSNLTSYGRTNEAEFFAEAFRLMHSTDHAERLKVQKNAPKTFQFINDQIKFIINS
BH1578 lux ind = inducers of Vibrio cholerae quorum light production without autoinducers; V. cholerae BH1578 lux reporter, luminescence, 6 h; activation, % at 18.7 µM; hit rate 0.16% among 350,000; AID 588436; in the data active = activation mostly above about 9.7%, no sharp cut-off; inconclusive = no clear call, values can overlap the other calls; inactive = mostly below about 3.7%; also: not every result past the cut was called active; inactives centre near 0; reference of the scale not given here
BoNT-A LC inh2 = BoNT A light chain protease inhibition; multiplex microsphere protease substrate cleavage, flow cytometry; inhibition, % at 10 µM; hit rate 0.17% among 360,000; also: plate controls were buffer without enzyme for full effect and enzyme alone for no effect
Yp Topo-I inh = blocks Yersinia pestis topoisomerase I activity; Y. pestis Topo-I cleavage product accumulation, plate reader; activity, % at 10 µM; hit rate 0.064% among 360,000; in the data active = activity above about 50%, passing the limit was not always enough; inconclusive = no clear call, values can overlap the other calls; also: inactives centre near 2
TcdB GH inh = inhibitors of Clostridioides difficile toxin B glycohydrolase | inhibition, % at 9.99 µM | TcdB glycohydrolase enzymatic assay, plate reader | hit rate 0.24% among 350,000 | P18177; in the data active = inhibition above about 10%
DUSP3 inh = blocks human VHR1 dual specificity phosphatase; P51452; recombinant VHR phosphatase, pNPP absorbance; inhibition, % at 13.3 µM; hit rate 0.52% among 290,000; in the data active = inhibition above about 50%; also: some compounds called inactive have numbers as strong as hits
Target sequence (P51452 whole entry, looked up): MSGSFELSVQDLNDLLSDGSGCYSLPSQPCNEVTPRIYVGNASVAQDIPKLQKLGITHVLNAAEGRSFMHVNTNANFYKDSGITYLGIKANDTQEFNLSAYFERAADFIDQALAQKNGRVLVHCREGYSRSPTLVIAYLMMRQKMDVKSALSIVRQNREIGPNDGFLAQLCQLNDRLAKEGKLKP
PfHsp40 rescue = compounds rescuing yeast from Plasmodium falciparum HSP40 toxicity; growth rescue, % at 12.5 µM; S. cerevisiae expressing PfHsp40, growth rescue, ATP luminescence; hit rate 0.68% among 340,000; AID 504582; in the data active = growth rescue above about 28%, passing the limit was not always enough; inconclusive = no clear call, values can overlap the other calls;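 also: yeast W303a lacking pdr1 and pdr3 grown in galactose medium; growth measured after three days at 30 °C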
CCHF vOTU inh = CCHFV vOTU protease inhibition; Pep-AMC fluorescence; inhibition, % at 11.5 µM; hit rate 0.55% among 370,000; in the data active = inhibition above about 30%; also: 0% = vehicle wells with enzyme and 100% = no enzyme wells
The depositor's hits bear a star; i = inactive; ? = inconclusive; / = no result given. Rule as the data show it, unless noted: active = inhibition above about 30%; inconclusive = no clear call, values can overlap the other calls; inactive = below that.

SMILES	PriA SSB inh	3CLpro inhibitor	Anthrax LF inh2	BH1578 lux ind	BoNT-A LC inh2	Yp Topo-I inh	TcdB GH inh	DUSP3 inh	PfHsp40 rescue	CCHF vOTU inh
O=C(CSCc1ccc(F)cc1)Nc1ccc(N2CCOCC2)cc1N1CCOCC1	2	/	0	-2.0	0.6	12	0.9	/	-2.9	-9
CC(=O)C1=C(O)C(=O)N(CCC(=O)O)C1c1cccc(F)c1 (stereo not drawn)	-15	-1	-6	0.9	-0.1	3	/	12	-0.5	-1
COc1ccccc1-n1cnc2sc(-c3ccccc3)cc2c1=O	-7	-1	3	-7.1	-0.4	0	1.6	31	0.2	18
O=C(c1cccs1)N1CCN(C2CCN(Cc3ccccc3)CC2)CC1	-16	1	3	i	0.1	7	/	9	-0.6	8
C=CCn1c(=O)c(C(C)=O)cn(N(C)c2ncc(C(F)(F)F)cc2Cl)c1=O	-13	2	-8	-0.6	0.2	6	1.2	9	-0.2	-7
O=C(NCC1CCCO1)c1cccc(N2CCCC2=O)c1 (stereo not drawn)	-13	-4	/	i	/	10	/	1	-0.9	3
O=C(COC(=O)c1cc([N+](=O)[O-])ccc1N1CCOCC1)NCc1ccc(Cl)cc1Cl	4	4	6	i	3.3	18	2.0	-9	0.3	24
CC(C)CNc1ncnc2[nH]ncc12	-6	/	0	/	0.2	-2	0.8	/	-0.9	-4
O=S(=O)(/N=C(/Nc1ccccc1F)c1ccccc1)c1ccccc1	/	-1	4	-0.5	-1.0	-1	/	12	-0.7	1
C=CCNC(=S)N/N=C/c1ccc(C(F)(F)F)cc1	/	3	-7	-0.9	-1.6	3	2.0	13	0.5	5
O=S1(=O)NC[C@]23C[C@H](c4ccc(F)cc4)[C@@H](C[C@@H]21)O3	-5	/	2	-1.0	-0.6	4	/	18	-1.3	10
Cc1cc(C)c(NC(=S)NC(NC(=O)c2ccccc2)C(Cl)(Cl)Cl)c(C)c1 (stereo not drawn)	11	10	0	-0.2	-1.0	-2	/	3	0.0	-10
OCCC1CN(Cc2cccn2-c2ccccn2)CCN1C1CCCC1 (stereo not drawn)	0	-3	-2	1.8	0.8	-9	2.2	13	-0.8	-4
CCn1c(N)c(C(=O)NCc2ccc3c(c2)OCO3)sc1=S	19	1	-4	-1.0	-1.5	-14	/	18	-0.3	/
C(=C\n1nnc2ccccc21)/c1ccc[nH]1	-5	/	4	-4.5	5.0	5	-0.1	/	-0.5	6
O=c1[nH]c(SCc2n[nH]c(=S)n2-c2ccccc2)nc2sc3c(c12)CCC3	-3	3	-1	-6.2	0.5	5	/	19	-1.6	-6
COc1ccc(S(=O)(=O)Nc2ccc(-n3cnnn3)cc2)cc1[N+](=O)[O-]	-14	/	-14	i	-0.6	-5	0.0	/	2.1	6
CN1CCC(=O)N([C@H](COc2ccccc2)Cc2ccccc2)CC1	0	-1	-5	i	0.2	3	0.2	48	0.4	-3
Nc1ccc2oc(C3CCCCC3)nc2c1	-2	0	-4	-0.9	-0.8	4	0.7	4	0.5	8
C=CCn1c(SCC(=O)Nc2nc3ccccc3s2)nnc1-c1ccccc1O	-6	4	3	i	-1.3	15	/	9	3.5	-11
COc1ccc(-c2[nH]ncc2/C=N\NC(=O)c2ccc(Br)o2)cc1OC	/	-7	1	-3.1	0.7	12	0.6	14	-0.8	5
Cc1cccc(C)c1NC(=S)N1CCCCCC1	-7	3	1	-0.3	-0.6	-8	0.4	45	-0.6	0
O=C(Nc1ccc2c(c1)OCO2)c1cnc2n(c1=O)CCS2	-6	-2	-6	i	0.6	6	/	0	0.1	24
O=C(CCCN1C(=O)C(c2ccccc2)Oc2cccnc21)NCc1ccccc1Cl (stereo not drawn)	7	0	-2	-1.2	2.6	28	0.4	2	0.0	10
COc1ccc(C(=O)OCC(=O)N2C(C)CCCC2C)cc1S(=O)(=O)N1CCOCC1 (stereo not drawn)	-1	/	-4	i	0.2	5	0.7	/	-0.5	-8

11 structures out of the list, ordered by molecular weight, ascending.
SMILES	PriA SSB inh	3CLpro inhibitor	Anthrax LF inh2	BH1578 lux ind	BoNT-A LC inh2	Yp Topo-I inh	TcdB GH inh	DUSP3 inh	PfHsp40 rescue	CCHF vOTU inh
CC(C)CNc1ncnc2[nH]ncc12	-6	/	0	/	0.2	-2	0.8	/	-0.9	-4
C=CCNC(=S)N/N=C/c1ccc(C(F)(F)F)cc1	/	3	-7	-0.9	-1.6	3	2.0	13	0.5	5
CC(=O)C1=C(O)C(=O)N(CCC(=O)O)C1c1cccc(F)c1 (stereo not drawn)	-15	-1	-6	0.9	-0.1	3	/	12	-0.5	-1
COc1ccccc1-n1cnc2sc(-c3ccccc3)cc2c1=O	-7	-1	3	-7.1	-0.4	0	1.6	31	0.2	18
CCn1c(N)c(C(=O)NCc2ccc3c(c2)OCO3)sc1=S	19	1	-4	-1.0	-1.5	-14	/	18	-0.3	/
O=C(c1cccs1)N1CCN(C2CCN(Cc3ccccc3)CC2)CC1	-16	1	3	i	0.1	7	/	9	-0.6	8
O=c1[nH]c(SCc2n[nH]c(=S)n2-c2ccccc2)nc2sc3c(c12)CCC3	-3	3	-1	-6.2	0.5	5	/	19	-1.6	-6
COc1ccc(-c2[nH]ncc2/C=N\NC(=O)c2ccc(Br)o2)cc1OC	/	-7	1	-3.1	0.7	12	0.6	14	-0.8	5
O=C(CCCN1C(=O)C(c2ccccc2)Oc2cccnc21)NCc1ccccc1Cl (stereo not drawn)	7	0	-2	-1.2	2.6	28	0.4	2	0.0	10
Cc1cc(C)c(NC(=S)NC(NC(=O)c2ccccc2)C(Cl)(Cl)Cl)c(C)c1 (stereo not drawn)	11	10	0	-0.2	-1.0	-2	/	3	0.0	-10
O=C(COC(=O)c1cc([N+](=O)[O-])ccc1N1CCOCC1)NCc1ccc(Cl)cc1Cl	4	4	6	i	3.3	18	2.0	-9	0.3	24

Additional entries follow.
SMILES	PriA SSB inh	3CLpro inhibitor	Anthrax LF inh2	BH1578 lux ind	BoNT-A LC inh2	Yp Topo-I inh	TcdB GH inh	DUSP3 inh	PfHsp40 rescue	CCHF vOTU inh
CN(C)C(CNC(=O)c1cc2ccccc2o1)c1ccco1 (stereo not drawn)	-11	/	-3	0.4	-0.7	1	-0.6	/	0.1	-10
Cn1c(-c2ccccc2)cc(=O)n1-c1ccccc1	-14	/	-10	1.0	-0.7	-10	0.3	/	0.0	-3
COc1ccc(-c2c(C)nn(Cc3ccccc3)c2N)cc1	-12	3	2	i	-0.9	-6	/	-4	-0.8	6
CCc1nc(SCc2ccccc2C)n[nH]1	-9	4	-12	i	-0.8	4	2.8	11	-0.7	10
CCOC(=O)c1c(NC(=O)CN2CCCc3ccccc32)sc(C)c1CC	-4	3	0	-0.4	-0.6	-9	0.8	8	-0.9	1
Cc1cc(O)c(Sc2ccccc2)c(=O)o1	-10	/	?	-0.6	1.0	1	0.6	/	/	-12
Cc1ccc(C(=O)OC(C)CN2CCOCC2)cc1 (stereo not drawn)	23	6	0	i	-0.4	3	1.7	-10	-0.8	10
CC(Sc1nc2ccccc2s1)C(=O)NCc1ccc2c(c1)OCO2 (stereo not drawn)	-15	1	0	-0.2	0.8	17	1.3	9	5.7	-8
COc1ccc(C)cc1NC(=O)COC(=O)c1ccc2c(c1)OCO2	-5	/	-9	-0.5	-0.3	-5	1.6	/	0.5	7
Cc1nnc(SCC(=O)NC2CCCC2)n1-c1ccccc1	-11	/	5	-0.3	0.5	6	1.0	/	0.3	12
Cc1ccc(-c2n[nH]c(=S)n2/N=C/c2cccn2C)cc1	/	1	-6	-0.4	-0.6	1	/	13	-1.9	1
COc1ccccc1CNc1ccc2nnc(CCNC(=O)c3ccc(C)cc3)n2n1	4	3	3	-0.2	0.1	31	1.2	18	0.0	-10
CCSc1nnc(NC(=O)CSC2=NCCS2)s1	2	3	8	4.8	0.5	0	1.1	6	1.0	2
CCC(=O)Nc1c(C)c(CC)nc2ccccc12	7	-1	-8	-0.1	-3.1	5	/	14	-1.7	-11
COc1cc(C=O)ccc1OCCCOc1ccccc1C(=O)O	-23	-1	-6	0.9	-0.3	-4	/	34	-1.4	-4
S=c1[nH]nc(Nc2ccccc2)s1	-4	1	-4	0.4	0.2	-3	7.2	14	-1.2	2
CCOC(=O)C1CCN(C(=O)CCn2c(=O)[nH]c3ccsc3c2=O)CC1	0	-2	10	-9.1	-2.4	-6	/	21	-0.4	-3
O=C(CSc1nc2[nH]c(=O)cc(O)c2s1)NCCc1ccccc1	-7	/	-3	-5.0	-4.9	1	0.9	/	0.3	16
CC(C)NC(=O)CN(C(=O)CCC(=O)Nc1ccccn1)c1ccc(F)c(Cl)c1	-2	-3	1	-0.8	1.3	-2	/	8	0.3	4
CC(=O)C1CCCN(C(=O)c2ccc3nc(Cc4cccc(Cl)c4)oc3c2)C1 (stereo not drawn)	-5	-1	-1	i	-1.5	15	0.0	42	-1.0	8
Cc1ccc(C2=CC(=O)CC(C)(C)C2)cc1	-2	/	-12	-0.4	0.0	2	0.3	/	-1.9	11
CCCN(CCC)CCCNC(=O)c1cn(CC)c2ccc(S(=O)(=O)N(C)C3CCCCC3)cc2c1=O	-3	4	0	-0.2	1.4	10	1.1	30	0.9	20
O=C(Nc1nc(-c2ccccn2)cs1)c1ccc(Br)s1	56*	3	-11	-0.3	0.6	-11	/	-2	255*	2
Cc1nc(C)c(C(=O)C2=C(O)C(=O)N(CCN3CCOCC3)C2c2ccco2)s1 (stereo not drawn)	-8	-2	-1	-0.3	0.5	5	/	-16	1.1	14
O=c1[nH]c(N2CCc3ccccc32)nc2c1CCCC2	-12	-1	0	2.6	-1.2	-3	/	-5	-0.1	6
Next section
SMILES	PriA SSB inh	3CLpro inhibitor	Anthrax LF inh2	BH1578 lux ind	BoNT-A LC inh2	Yp Topo-I inh	TcdB GH inh	DUSP3 inh	PfHsp40 rescue	CCHF vOTU inh
Cc1ccc(N(CC(O)CON=C2c3ccccc3-c3ccccc32)S(C)(=O)=O)cc1 (stereo not drawn)	-2	3	-4	-0.5	-0.5	5	0.2	21	13	13
COc1cccc(CSc2nccn2C)c1	-17	-2	/	i	/	-3	-0.3	-4	-0.7	0
Cc1ccccc1-c1nc(CS(=O)CC(=O)N2CCC3(CC2)OCCO3)c(C)o1 (stereo not drawn)	-12	3	-6	-0.7	-0.4	7	/	6	-0.3	-6
CCOC(=O)C1=C(C)N(CCCCCC(=O)O)C(=O)NC1c1ccccc1Cl (stereo not drawn)	-12	-3	-3	1.5	-0.3	4	0.2	28	-1.0	2
c1csc(CNCc2ccncc2)c1	-11	0	-6	-0.3	0.5	7	0.8	13	0.1	-14
Cc1cccc(NC(=O)COc2nsnc2N2CCOCC2)c1	-10	1	0	/	2.0	2	/	26	-0.3	9
CCCCNC(=S)N/N=C/c1ccc(OCC(=O)Nc2c(C)cc(C)cc2C)c(OC)c1	/	-3	0	0.1	0.2	14	1.1	5	0.2	0
CCCCC(=O)C1CCN(Cc2ccccc2)CC1	-4	4	-2	-0.6	0.4	-6	/	2	-2.4	6
O=C1C2C(C(=O)N1/N=C/c1ccc(N3CCCCC3)o1)C1C=CC2C12CC2 (stereo not drawn)	/	0	2	0.1	1.5	10	/	19	-0.1	-5
COC(=O)c1cc(NC(=O)CC(=O)c2cccc(N)c2)cc(C(=O)OC)c1	/	/	-2	i	0.5	-10	-0.8	/	/	-18
CCC(C)NS(=O)(=O)c1ccc(NC(C)=O)cc1 (stereo not drawn)	11	-2	-13	0.0	-0.9	5	0.6	-5	0.5	5
CCN(CC)c1ccc(S(=O)(=O)N2CCOCC2)cc1NC(=O)CSc1nncn1C	2	/	-11	i	-0.6	-10	2.5	/	-0.6	35*

Source: PubChem BioAssay (several laboratories)

Only part of the results is shown, so the mix of outcomes need not match the whole.
